# Compound activity: PubChem, Sanford-Burnham Center for Chemical Genomics
# TAG inh: triacylglycerol accumulation inhibition | actives 0.66% (n = 230,000) | H9c2 cells, Nile Red lipid (TAG) fluorescence; cells loaded with 200 µM oleic acid | inhibition, % at 12.5 µM | AID 651582;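 active = pattern-corrected inhibition of lipid staining of at least 50% with the nuclear-stain viability signal not falling by more than 50%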;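 also: 0% = DMSO wells and 100% = triacsin C control wells; some results filed as inactive read as strong as hits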
# TAG inh DAPI viability: also measured in TAG inh; calls as there; DAPI nuclei signal change (viability), lower = more cytotoxic, %;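 whole-well DAPI fluorescence read on a plate reader as a viability signal; minus 50 percent equals half of cells still viable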
# * hit, by the source's call. A portion of the library; the hit share may differ from the screen's.
# Order of results – TAG inh | TAG inh DAPI viability
Cc1ccc(C)c(NC(=O)CSc2nncn2C)c1
 : -4 | -2
COc1cc(=O)oc(-c2ccccc2)c1C(C)=O
 : -4 | -1
CCN(CC(=O)Nc1ccc(OC)c(OC)c1)S(=O)(=O)c1ccc(C)cc1
 : -19 | 3
Cc1ccc(NC(=O)CN(C)C(=O)c2cc(-c3ccco3)nc3ccccc23)cc1
 : -3 | 1
O=C(CN1CCN(c2ccccc2O)CC1)Nc1cc([N+](=O)[O-])ccc1Cl
 : 1 | 3
O=C(CC1C(=O)NCCN1Cc1ccccc1C(F)(F)F)NCCn1cccn1 (stereo unspecified)
 : -16 | 9
COc1ccc2sc(-c3ccccc3OC)c(-c3ccc(O)cc3)c2c1
 : 24 | 15
C(=Nc1ccc(N2CCOCC2)cc1)c1c[nH]c2ccccc12
 : 8 | -7
CCN(CC)c1ccc(/C=c2\sc3nnc(-c4ccccc4Cl)n3c2=O)cc1
 : -2 | 3
O=C1c2ccccc2C(=O)N1CCc1nc2ccccc2c(=O)n1Cc1ccco1
 : 8 | -3
Cc1ccc(Cn2nc(C)c(NC(=O)C3CC3)c2C)cc1
 : 12 | -13
N#Cc1ccc(C=NN2CCCCCC2)cc1
 : 3 | -3
COc1ccc(N(CC(=O)NN=C2CCCCCCC2)S(=O)(=O)c2ccccc2)cc1Cl
 : -2 | 2
CCOc1ccc2[nH]c(=O)c(CN(CCN3CCCC3)C(=S)Nc3ccccc3OC)cc2c1
 : 16 | 24
O=C(NCC1CCCO1)c1cc(Br)c(Br)s1 (stereo unspecified)
 : -11 | 3
CSc1ncccc1C(=O)Nc1cccc(S(=O)(=O)N2CCCCC2)c1
 : -4 | 4
CCc1nc2ccccc2n1CC(=O)OCC(=O)N(CC(C)C)c1c(N)n(Cc2ccccc2)c(=O)[nH]c1=O
 : 17 | 4
CC(C)N(Cc1ccccc1)C(=S)Nc1ccc(F)cc1
 : -1 | -6
CCOc1ccc(-c2nnn(CC(=O)NCc3ccccc3)n2)cc1
 : 2 | 2
O=C(COC(=O)C1COc2ccccc2O1)Nc1cccc(F)c1 (stereo unspecified)
 : -25 | 6
Cn1c(CN2CCOCC2)nnc1SCc1ccc(C#N)cc1
 : -13 | 10
O=C(COC(=O)c1ccc([N+](=O)[O-])o1)Nc1ccc2c(c1)OC(F)(F)O2
 : -10 | 11
O=C(NC(=S)Nc1ccc(N2CCOCC2)cc1)c1cccs1
 : 10 | 0
FC(F)(F)c1nnc2sc(-c3cccs3)nn12
 : 4 | -9
CCn1nc(NC(=O)c2ccncc2)c2cc3cc(C)ccc3nc21
 : 13 | -5
O=C(CCCCn1c(=O)c2ccccc2n(CC(=O)Nc2ccccc2)c1=O)NCc1ccco1
 : -1 | -6
COCCNC(=O)c1cccc2c(-c3cccc(C(N)=O)c3)coc12
 : 4 | 0
CSc1ncccc1C(=O)OCC(=O)NC1CCCC1
 : 3 | 3
CCc1ccc(/C=C2\SC(=S)N(CCCC(=O)N(CCO)c3ccccc3)C2=O)cc1
 : 15 | -18
Cc1nc2cc(NS(=O)(=O)c3ccccc3F)ccc2s1
 : 0 | 5
CC(=O)Nc1c([N+](=O)[O-])cc(C)c(Cl)c1[N+](=O)[O-]
 : 20 | -11
CN1C(=O)CC(NNC(=O)c2ccccc2)C1=O (stereo unspecified)
 : 1 | -4
CCN(CC)Cc1c(O)ccc2occ(C(=O)c3ccc(OC)cc3)c12
 : 1 | -2
COC(=O)C1(Cc2cc(-c3ccc(OC)cc3OC)no2)CCN(C(=O)OC(C)(C)C)CC1
 : -18 | 6
COc1ccc(C(O)c2nc(-c3cccc(C(C)C)c3)cs2)cc1 (stereo unspecified)
 : -32 | 6
CCOC(=O)Cc1csc(NC(=O)Nc2cccc(OC)c2)n1
 : 2 | -8
Cc1cccc(NC(=O)c2ccc(OCc3c(C)noc3C)cc2)c1
 : 11 | 5
CCC(=O)N1CCN(c2ccc(NC(=S)NC(=O)c3ccc(OC)c([N+](=O)[O-])c3)cc2)CC1
 : 3 | 7
Cn1nc(-c2ccc(Cl)cc2)c2cc(C(=O)NCC3CCCO3)sc21 (stereo unspecified)
 : 32 | 4
COCCN(C(=O)c1cc(-c2ccc(F)cc2)nc2ccccc12)c1c(N)n(CC(C)C)c(=O)[nH]c1=O
 : 15 | -9
Cc1ccccc1CSc1nnc(-c2ccncc2)o1
 : 6 | -4
Cc1ccc(NC(=O)C2(C)Cc3ccccc3C(=O)O2)cc1 (stereo unspecified)
 : -6 | -6
Cc1cccc(C)c1NC(=O)CNC(=O)c1ccncc1
 : -1 | 0
O=C(NC(=S)NNC(=O)[C@H]1C[C@@H]1c1ccccc1)c1ccc(F)cc1
 : -1 | -8
COC(=O)c1ccc(Oc2nc(NC(C)C)nc(NC(C)C)n2)cc1
 : -2 | 1
Cc1cc(C)c(C(=O)OCc2csc(CC(=O)Nc3ccccc3C)n2)c(C)c1
 : 1 | 1
O=C(COc1ccccc1)OCC(=O)c1ccc(S(=O)(=O)N2CCCCC2)cc1
 : 12 | -9
Cc1nsc(N)c1C(=O)O
 : -1 | -7
O=C(NNC(=O)c1ccncc1)NC1CCCCC1
 : -2 | -21
CCN(CC(=O)NC(C)(C)C)C(=O)c1ccccc1SCC(=O)NC1CCCCCCC1
 : 3 | -10
CCc1ccccc1NC1=NCC(=O)N1Cc1ccc2c(c1)OCO2
 : 8 | -5
Cc1[nH]nc2c1C(c1ccco1)C(C#N)=C(N)O2 (stereo unspecified)
 : 15 | -18
Cc1noc(C)c1COc1ccccc1C(=O)NCCc1ccc(Cl)cc1
 : 3 | -7
COC(=O)CCc1ccc(OCC(O)CNC(C)C)cc1 (stereo unspecified)
 : 0 | 7
CCOC(=O)C1CCN(CCCSc2ccccc2)CC1
 : 6 | 1
C[C@H]1CN(c2ccccc2)C(=O)[C@@H]1CC(=O)Nc1ccc(Br)cc1
 : -10 | 14
CCN(C(=O)COC(=O)/C=C/c1ccccc1[N+](=O)[O-])C1CCS(=O)(=O)C1 (stereo unspecified)
 : -2 | 5
CC1(c2ccc(Cl)cc2)NC(=O)N(CC(=O)NCc2cccs2)C1=O (stereo unspecified)
 : 5 | -10
Brc1cc(Cc2nnc(-c3ccccc3)o2)c(Br)s1
 : 5 | -5
CC[C@H](C)[C@H](NC(N)=O)C(=O)Nc1ccc(S(=O)(=O)NC(C)C)cc1
 : 1 | 1

# (listing goes on)
smiles,TAG inh,TAG inh DAPI viability
O=C(NN=C1CCCC1)c1ccccc1O,4,-1
CNCCOc1ccccc1OC(C)C,-9,0
COc1cccc(CNC(=O)c2ccc(C)c(S(=O)(=O)N3CCCCC3)c2)c1,3,-8
N=c1ccn(Cc2cccc(F)c2)cc1,-2,0
N#Cc1c(Nc2ccccc2Cl)s[nH]c1=O,-6,3
CC(=O)Oc1cc2c(C(=O)NCCCN3CCOCC3)c(C)oc2c2ccccc12,23,-4
COc1ccc(CNC(=O)c2ccc(NS(=O)(=O)c3ccc4[nH]c(=O)[nH]c4c3)cc2)cc1OC,-1,4
O=C(Nc1cc(Cl)ccc1-n1cncn1)c1cc(F)cc(F)c1,11,-7
CNc1nc(=S)[nH]c2ccccc12,-10,3
Cc1ccccc1CN1C(=O)CS/C1=N/N=C/c1ccco1,6,3
CC(=NNC(=O)C(C)SC(C)C(=O)NN=C(C)c1cccnc1)c1cccnc1 (stereo unspecified),-11,-5
CCCn1c(SCC(=O)Nc2cc(Cl)ccc2OC)nc(O)cc1=O,7,1
Cc1ccc(C(=O)N2CCN(c3ccccc3F)CC2)cc1S(=O)(=O)N1CCOCC1,13,-6
O=[N+]([O-])c1sccc1CS(=O)(=O)c1ccccc1,9,-5
CC(=O)Nc1ccc(Oc2sc(C(=O)c3ccccc3)c(N)c2C#N)cc1,12,-26
CN(C(=O)C1CCN(S(=O)(=O)c2ccccc2)CC1)c1c(N)n(Cc2ccccc2)c(=O)[nH]c1=O,-12,0
Cc1cc(NC(=O)COC(=O)c2cc([N+](=O)[O-])ccc2N2CCOCC2)ccc1Br,-18,-13
Nc1ccc(-c2nnn(CC(=O)N3CCCCC3)n2)cc1,1,4
CC(=O)c1ccc(NCCC(=O)c2ccccc2)cc1,-10,-8
O=C(NC(=O)c1ccccc1)Nc1ccc(-c2cnco2)cc1,3,-3
COCCNC(=O)CCCn1c(=O)c2cc(OC)c(OC)cc2n(CC(=O)NCCC2=CCCCC2)c1=O,-2,6
O=C(NCCc1c[nH]c2ccccc12)C1Cc2ccccc2CN1C(=O)c1ccco1 (stereo unspecified),5,-1
CCC(C)(C)NC(=O)CN(C(=O)CNS(=O)(=O)c1ccc(C)cc1)c1ccc2c(c1)OCCO2,16,-13
Cc1oc(-c2ccc(Cl)cc2)nc1CS(=O)CC(=O)NCc1cccs1 (stereo unspecified),1,-2
O=C(OCc1ccccc1)/C(=C/c1ccc(Cl)cc1)NC(=O)c1ccccc1Cl,-1,13
CCOC(=O)c1[nH]c2ccc(F)cc2c1NC(=O)Nc1ccccc1OC,8,4
CCC(C(=O)O/N=C(\N)c1ccc(Cl)cc1)c1ccccc1 (stereo unspecified),-29,7
CC(C)(C)C1CCc2c(C(=O)NNC(=O)CCC(=O)O)csc2C1 (stereo unspecified),-4,8
CNc1oc(-c2cccs2)nc1S(=O)(=O)c1ccccc1,-19,4
CCCCCC(=O)N1C[C@@H](n2cc(C3CC3)nn2)[C@H](O)C[C@@H]1c1ccc(OC)cc1,7,-10
S=C(Nc1ccccc1Oc1ccccc1)NC1CCCC1,-7,6
Cc1cc(C)n(-c2nc3c(c(=O)[nH]c(=O)n3C)n2CC(O)COc2ccc(Cl)cc2Cl)n1 (stereo unspecified),82*,-31*
O=C(c1cc(F)ccc1F)C1CCCN(C(=O)CSc2ccccn2)C1 (stereo unspecified),3,6
N#CC1(c2ccccc2)CCC(=NNS(=O)(=O)c2ccccc2)CC1 (stereo unspecified),-2,0
C[C@H]1CN([C@@H](C)CO)C(=O)c2cccc(NC(=O)c3ccc(-c4nccs4)cc3)c2O[C@@H]1CN(C)C(=O)Nc1cccc2ccccc12,14,-2
CNC(=S)NNC(=O)Cc1ccc(OC)c(OC)c1,4,1
COc1ccc2cc1Oc1ccc(cc1)C[C@H]1c3c(cc(OC)c4c3Oc3c(ccc5c3[C@H](C2)N(C)CC5)O4)CCN1C,109*,-40*
CC(=O)Nc1ccc(NC(=O)C/C(C)=N/NC(=O)C(=O)Nc2ccc(C)c(Cl)c2)cc1,3,-2
Cc1cc(NC(=O)/C=C/c2ccco2)ccc1NC(=O)c1ccccc1,18,-10
O=C(C[C@H]1C[C@H](C(=O)N2CCOCC2)[C@@]2(CCC3CCCC3)c3[nH]c4ccc(Cl)cc4c3CCN2C1=O)NCc1ccco1,28,9
CC(=O)N1CCC2(CC1)C(C#N)=C(N)OC1=C2C(=O)CC(C)(C)C1,14,-4
COC(=O)C1CCN(C(=O)/C=C/c2ccc3c(c2)OCO3)CC1,-9,0
CCCc1c(C(=O)Nc2cc(C)on2)cnn1-c1ccccc1,-6,8
Cc1cccc2nc(CSc3ncccc3C(=O)O)cn12,4,10
O=C(O)CCc1nc(-c2cccs2)no1,2,1
CCOCC(=O)Nc1cc(C(=O)OC)ccc1C(=O)OC,4,12
COc1ccc(NC(=O)C2CCOC2=O)cc1 (stereo unspecified),6,-3
Cc1cccc(C)c1OCC(=O)Nc1ccc(NC(=O)c2ccco2)cc1,18,-16

# Retrieved one by one from the entries so far:
smiles,TAG inh,TAG inh DAPI viability
O=C(O)CCc1nc(-c2cccs2)no1,2,1
CC(=O)N1CCC2(CC1)C(C#N)=C(N)OC1=C2C(=O)CC(C)(C)C1,14,-4
Cc1cccc(C)c1OCC(=O)Nc1ccc(NC(=O)c2ccco2)cc1,18,-16
CCOCC(=O)Nc1cc(C(=O)OC)ccc1C(=O)OC,4,12

# Next part
smiles,TAG inh,TAG inh DAPI viability
CCNC(=O)N1c2ccc(OCC)cc2C(C)=CC1(C)C,-8,16
Cn1nc(C(F)(F)F)c(C(=O)Nc2ccc(F)cc2F)c1Sc1cccc(C(F)(F)F)c1,5,-6
O=C(COC(=O)CNC(=O)c1ccc(Cl)cc1)Nc1ccc(Cl)cn1,-16,1
O=[N+]([O-])c1ccc(N2CCOCC2)cc1NCCCO,7,-1
CCC1CCCCN1C(=O)CSc1nnc(CNC(=O)COc2ccc(Cl)cc2)o1 (stereo unspecified),-12,-10
CCS(=O)(=O)N1Cc2ccccc2CC1C(=O)NCc1cccc(OC)c1 (stereo unspecified),-18,0
CC1=C(C)/C(=N/OC(=O)c2cccc([N+](=O)[O-])c2)C=CC1=O,-13,-7
CC(C)CCC(CC(C)O)c1n[nH]c(=S)n1-c1ccccc1 (stereo unspecified),-10,14
CCOc1ncccc1C(=O)N(C)CC(=O)Nc1ccc(C)cc1,-2,8
Fc1ccc(CSc2nnc3ccc(-c4ccncc4)nn23)cc1,0,-1
O=C1CC(N2CCOCC2)C(=O)N1CCN1C(=O)CC(N2CCOCC2)C1=O (stereo unspecified),10,0
CC(C)CCn1nnnc1C(C(C)C)N1CCC(C(N)=O)CC1 (stereo unspecified),-23,4
COc1ccc2c(c1)-c1nc(N)sc1CC2,12,8
Cc1nc(S/C(=C/c2ccc(-c3cc(Cl)ccc3C)o2)C(=O)O)n[nH]1,-1,8
CCOC(=O)CN(C(=O)CN1CCC(n2nnc3cc(C)ccc32)CC1)c1ccccc1,37,-14

# By substructure, the compounds so far with a cyano group
smiles,TAG inh,TAG inh DAPI viability
N#Cc1ccc(C=NN2CCCCCC2)cc1,3,-3
Cn1c(CN2CCOCC2)nnc1SCc1ccc(C#N)cc1,-13,10
Cc1[nH]nc2c1C(c1ccco1)C(C#N)=C(N)O2 (stereo unspecified),15,-18
N#Cc1c(Nc2ccccc2Cl)s[nH]c1=O,-6,3
CC(=O)Nc1ccc(Oc2sc(C(=O)c3ccccc3)c(N)c2C#N)cc1,12,-26
N#CC1(c2ccccc2)CCC(=NNS(=O)(=O)c2ccccc2)CC1 (stereo unspecified),-2,0
CC(=O)N1CCC2(CC1)C(C#N)=C(N)OC1=C2C(=O)CC(C)(C)C1,14,-4
